GLP-1R agonist: activates the human GLP-1 receptor; actives 0.007% (n = 380,000); HEK293 GLP-1R CRE-luciferase, luminescence, 4-6 h; cells express a hypersensitive GLP-1R form; Potency, µM (titrated, usually from 45.6 µM), for the others: top-dose activation, actives largely listed as activators; P43220; further: % of control where 0% means no effect
Target sequence (P43220 whole entry, looked up): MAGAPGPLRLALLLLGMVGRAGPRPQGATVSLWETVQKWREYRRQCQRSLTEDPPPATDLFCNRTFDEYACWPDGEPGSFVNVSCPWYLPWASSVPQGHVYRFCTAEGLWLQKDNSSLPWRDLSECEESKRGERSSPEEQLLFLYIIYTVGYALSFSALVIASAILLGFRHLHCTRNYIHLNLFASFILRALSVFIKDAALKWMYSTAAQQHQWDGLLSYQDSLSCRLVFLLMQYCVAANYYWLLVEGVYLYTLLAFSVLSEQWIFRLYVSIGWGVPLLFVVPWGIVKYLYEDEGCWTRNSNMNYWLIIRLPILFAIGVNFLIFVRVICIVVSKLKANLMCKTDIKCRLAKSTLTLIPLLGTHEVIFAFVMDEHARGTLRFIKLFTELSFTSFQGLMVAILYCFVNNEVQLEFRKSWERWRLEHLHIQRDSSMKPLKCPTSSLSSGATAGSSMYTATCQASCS
GLP1R inv ag: GLP-1 receptor (human) inverse agonism | actives 1.6% (n = 410,000) | P43220 | Potency, µM (titrated, usually from 38.3 µM), inactives show at the top dose activity change, negative = inhibition, most hits filed as inhibitors | HEK293 GLP-1R CRE-luciferase, luminescence, 24 h; GLP-1R form is constitutively active; further: on the % scale 0 is the no-effect control and ±100 the full control effect; nearly all actives have a fitted effect of over 55% in size
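Constitutively active GLP-1R drives a cAMP-responsive luciferase in stably transfected HEK293 cells; test compounds are added after overnight (12 h) attachment and left 24 hr, and signal loss in luminescence marks inhibition.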
KB-3-1 cytotox: kills parental KB-3-1 adenocarcinoma cells. AID 1347075. KB-3-1 viability, CellTiter-Glo ATP luminescence, 72 h. actives 1.4% (n = 400,000). Potency, µM (highest dose often 46.1 µM), for the others: top-dose activity change, negative = cytotoxic, most hits filed as cytotoxic; further: on the % scale 0 is the no-effect control and ±100 the full control effect; nearly all actives have a fitted effect of over 60% in size
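Viability of parental KB-3-1 cells, measured by CellTiter-Glo luminescence, followed a 72 h incubation at 37 °C with pinned compounds in phenol-red-free DMEM containing 10% FBS.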
KB-V1 cytotox: KB-V1 MDR subline cytotoxicity; KB-V1 MDR cells viability, CellTiter-Glo, 72 h; Potency, µM (series often up to 46.1 µM), for inactives: top-dose activity change, negative = cytotoxicity, usual class: cytotoxic; actives 3.4% (n = 400,000); AID 1347076; further: on the % scale 0 is the no-effect control and ±100 the full control effect; nearly all actives have a fitted effect of over 60% in size
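KB-V1, DMEM (no phenol red) + 10% FBS; cpd pin-transferred, titration series; 72 h, 37 degrees C; CellTiter-Glo, luminescence. Data normalized, curve-fit.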
HT1080-NT tox: kills 2HG-producing HT-1080-NT fibrosarcoma cells | HT-1080-NT fibrosarcoma viability, CellTiter-Glo ATP luminescence, 48 h | Potency, µM (series often up to 46.1 µM), without a hit: at the highest dose activity, negative = less viability, usual class: cytotoxic | actives 1.6% (n = 360,000) | AID 686970;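 further: NT is the 2HG producing partner of a matched IDH1 knockdown line; 0% = DMSO-treated cells and -100% = media-only wells without cells; nearly all actives have a fitted effect of over 55% in size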
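Viability by CellTiter-Glo luminescence after 48 h compound exposure at 37C of HT-1080-NT cells (750/well, RPMI, 5% FBS). % activity scaled between DMSO wells and medium-only wells, then curve-fitted and categorized by curve class.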
HEK293 tox: cytotoxicity counter-screen for GLP-1 receptor inverse agonists; AID 624418; Potency, µM (top dose mostly 38.3 µM), inactives show at the highest dose activity change, negative = inhibition, actives largely listed as inhibitors; actives 0.13% (n = 410,000); HEK293 cAMP-luciferase reporter cells, luminescence, 24 h;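 further: loss of luciferase light is scored as toxicity; on the % scale 0 is the no-effect control and ±100 the full control effect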
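MLSMR compounds, 24 hr on cells at 37 deg C/5% CO2; luminescence after luciferase reagent (12 min RT). Inhibition counted as the undesired cytotoxic outcome.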
TDP-43 yeast inh: inhibitors of TDP-43 toxicity in yeast; TDP-43 expressing yeast growth rescue, BacTiter-Glo, 24 h; Potency, µM (doses to about 46.1 µM), for the others: at the top dose growth rescue (activation), most hits filed as activators; actives 1.8% (n = 410,000); AID 652104; further: % of control where 0% means no effect; nearly all actives have a fitted effect of over 50% in size
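Luminescence from BacTiter-Glo reports growth of TDP-43-expressing yeast after 24 hr at 30 deg C with compound. Cells were raffinose-pregrown to mid-log, then seeded in galactose medium at OD600=0.02.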
HT1080 IDH1KD tx: toxicity to HT-1080 IDH1 knockdown cells (counter line) | HT-1080 IDH1 knockdown viability, ATP luminescence, 48 h | Potency, µM (titrated, usually from 46.1 µM), inactives show at the highest dose activity, negative = toxicity, hits mostly cytotoxic | actives 2% (n = 360,000) | AID 686971;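 further: 0% = DMSO wells and -100% = cell-free medium wells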
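Luminescent ATP read-out (CellTiter-Glo, 10 min at room temperature) after 48 h compound exposure at 37 °C gave viability of IDH1-knockdown HT-1080 cells. Activity was normalised to DMSO and cell-free wells, then fitted as concentration-response curves.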
SW480 rerep: induces DNA re-replication in SW480 colon adenocarcinoma cells; actives 1.8% (n = 340,000); Potency, µM (highest dose often 46.1 µM), for inactives: at the highest dose re-replication activation, actives largely listed as activators; AID 624297; SW480 DNA re-replication, Hoechst DNA content imaging, 48 h; further: % of control where 0% means no effect; nearly all actives have a fitted effect of over 55% in size
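Treated cells incubate 48 hr (37 C, 5% CO2), are stained 40 min with Hoechst, and nuclear fluorescence is enumerated; a rise in nuclei with high DNA signal marks re-replication.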
The depositor's hits bear a star; u = inconclusive; x = not tested or not shown; [ ] = dose if it differs, or a comment. The call rests on the fitted dose curve; in most records, active means well fitted curve in the direction sought with a large enough effect; inconclusive means small, poorly fitted or top-dose-only effect, or another doubt; inactive means no such curve, though single readings can be large; an effect the other way counts as inactive or inconclusive. Potency means the concentration at half of the fitted maximal effect.

SMILES | GLP-1R agonist | GLP1R inv ag | KB-3-1 cytotox | KB-V1 cytotox | HT1080-NT tox | HEK293 tox | TDP-43 yeast inh | HT1080 IDH1KD tx | SW480 rerep
CCOc1ccc(N(CC(=O)NC2CCCCC2)C(=O)CCC(=O)Nc2cc(C)ccn2)cc1 | 0% | 13% | -5% | -24% | 6% | 22% | 6% | 5% | 1%
CCC(C)n1c(SCC(=O)Nc2ccc3[nH]c(=O)[nH]c3c2)nc2ccccc2c1=O (stereo not given) | 6% | 103%[activator] | -18% | -6% | -9% | -1% | -10% | -11% | 11%
CCOc1ccc(N(CC(=O)NCc2ccc(F)cc2)S(=O)(=O)c2c(C)noc2C)cc1 | 0% | -11% | -18% | u | 0% | -19% | 6% | 0% | u
Cc1c(Cl)cccc1Nc1nn2c(=O)c3ccc(C(=O)NCCC4=CCCCC4)cc3nc2s1 | x | u | u | 18% | x | -30% | 22% | x | x
CCOC(=O)c1cn2ccc(C)cc2n1 | -1% | 6% | 0% | 1% | -3% | 1% | -2% | -1% | -56%[inhibitor]
O=C(COC(=O)c1cnccn1)Nc1ccc(Cl)cc1C(F)(F)F | 0% | 15% | 0% | 1% | 0% | 2% | -15% | -3% | -88%[inhibitor]
Cc1ccc(C(OCC(O)CN2CCCCC2CO)c2ccccc2)cc1 (stereo not given) | -1% | -30% | 6% | -23% | 2% | -7% | 0% | 2% | 28%
CC(O)CNc1nc(NCc2ccccc2)c2cnn(C)c2n1 (stereo not given) | -7% | 15% | -1% | 14% | 4% | 6% | 19% | 0% | 9%
Cc1ccc(O)c(C(=O)/C=C/c2ccc3c(c2)OCCO3)c1 | -4% | u | 7% | -26% | -19% | -11% | 18µM* | -13% | 1%
Nc1nnnn1/N=C/C=C/c1ccccc1 | -8% | 18% | -1% | 12% | 17% | -1% | 9% | 16% | 2%
CCc1nc2c(OCc3ccc(F)cc3)cccn2c1N(C)C(=O)c1ccco1 | 9% | 19% | 0% | -2% | 0% | -4% | 22% | 16% | x
CC(C)n1nc(C(=O)Nc2nc3ccccc3[nH]2)c2ccccc2c1=O | 11% | u | -7% | u | -19% | u | 0% | -2% | -1%
CCCn1cnc2cc(NCc3ccc(Br)cc3)ccc21 | u | 13% | 0% | -2% | -10% | -1% | -12% | -15% | -4%
O=C(CSCn1nnc2c(=O)[nH]c(Cc3ccc(F)cc3)nc21)Nc1ccccc1 | x | 13% | -7% | u | x | -7% | 20% | x | x
CCOC(=O)c1cc(S(=O)(=O)NC2CCCCC2)cn1C | -1% | 13% | -18% | -3% | 0% | 7% | 24% | -12% | -1%
CC(=NNc1nc2ccccc2o1)c1cc2ccccc2cn1 | -15% | -64% | u | u | u | 74%[activator] | -92%[inhibitor] | u | 13µM*
CN=C1CC(SC)=C1c1ccc(C)cc1 | -2% | 4% | u | u | 3% | -4% | -9% | 2% | 0%
CC(=O)NC1CC2CCCC(C1)N2C(=O)Nc1ccccc1 (stereo not given) | -1% | 7% | 4% | 18% | 1% | 0% | 1% | 4% | 0%
CCCCc1cc(=O)oc2cc(OCC(=O)NC(Cc3c[nH]c4ccc(O)cc34)C(=O)O)ccc12 (stereo not given) | -2% | -7% | -5% | 0% | 1% | 3% | 1% | -2% | -5%
O=C(CSc1nnc2ccc(-c3ccco3)nn12)Nc1ccccc1F | 1% | 25% | 12% | 8% | -5% | -4% | -2% | -6% | u

Reformatted with tabs: part of the list above
structure	GLP-1R agonist	GLP1R inv ag	KB-3-1 cytotox	KB-V1 cytotox	HT1080-NT tox	HEK293 tox	TDP-43 yeast inh	HT1080 IDH1KD tx	SW480 rerep
CC(=NNc1nc2ccccc2o1)c1cc2ccccc2cn1	-15%	-64%	u	u	u	74%[activator]	-92%[inhibitor]	u	13µM*
CN=C1CC(SC)=C1c1ccc(C)cc1	-2%	4%	u	u	3%	-4%	-9%	2%	0%

Next part:
SMILES | GLP-1R agonist | GLP1R inv ag | KB-3-1 cytotox | KB-V1 cytotox | HT1080-NT tox | HEK293 tox | TDP-43 yeast inh | HT1080 IDH1KD tx | SW480 rerep
O=C(O)c1ccc(N2C(=O)/C(=C/C=C/c3ccccc3)SC2=S)cc1 | -4% | 5% | 7% | 8% | -3% | 2% | 11% | 7% | -2%
Cn1c(=O)nc2n(-c3ccc(Br)cc3)c3cccc(Cl)c3cc-2c1=O | -2% | 3% | -1% | -4% | x | 3% | 17% | x | x
Clc1ccc(-n2nnnc2CN2CCOCC2)cc1Cl | 2% | -5% | 0% | -10% | 4% | -16% | 1% | 6% | x
CCOCCCN1C(=O)C(O)=C(C(C)=O)C1c1cccs1 (stereo not given) | -1% | 24% | -1% | -6% | 4% | 46%[activator] | 22% | -1% | -6%
C#CCOCCOCCOCCNc1nc(N2CCN(C(=O)C(Cc3cc4ccccc4[nH]3)n3cc(C(N)C(C)CC)nn3)CC2)nc(N2CCN(C(=O)C(Cc3cc4ccccc4[nH]3)n3cc(C(N)C(C)CC)nn3)CC2)n1 (stereo not given) | 1% | -5% | u | 19% | -1% | 1% | 9% | -3% | -8%
COc1cc(OC)c(C(=O)NCCCN2CCOCC2)cc1OC | -14% | -6%[0.307 µM] | 15% | 3% | 18% | 9%[0.307 µM] | 1% | 3% | -7%
CCOC(=O)CCCCCC(=O)Nc1ccc2c(c1)C(=O)N([C@@H](C)CO)C[C@@H](C)[C@H](CN(C)C(=O)c1ccncc1)OCCCC[C@H](C)O2 | -4% | 3% | -2% | -3% | -3% | 7% | 2% | -2% | x
COc1c(S(=O)(=O)N2CCCCC2)ccc2c(S(=O)(=O)N3CCCCC3)cccc12 | -9% | 2% | u | u | 7% | 7% | -7% | 6% | -2%
COc1ccc(NS(=O)(=O)c2cc(C(=O)N3CCN(C(C)=O)CC3)ccc2Cl)cc1 | 6% | 1% | -6% | -12% | 0% | 2% | -32%[inhibitor] | 4% | -19%
COc1ccc(CNC(=O)CCSCc2cccc(F)c2)cc1 | 0% | -4% | -5% | 9% | 7% | 4% | 10µM* | 15% | -1%
COC(=O)CCCN=C1SCCN1Cc1ccccc1 | 12% | 19% | u | u | -1% | 5% | -6% | -9% | -4%
Cc1ccn2cc(CCNS(=O)(=O)c3ccc([N+](=O)[O-])cc3)nc2c1 | 6% | -26% | 10% | 9% | -17% | -14% | -7% | 1% | 4%
COc1ccc2c(C)cc(SCC(=O)Nc3nsc(-c4ccc(C)cc4)n3)nc2c1 | 6% | 15% | 1% | 1% | 5% | 4% | 11% | 6% | -7%
CCCCNC(=O)C1CCCNC1=O (stereo not given) | -2% | 1% | 2% | -12% | -1% | 14% | -23% | 5% | 1%
Cc1c(C(=O)NCc2ccc3c(c2)OCCO3)sc(=O)n1Cc1ccccc1C(F)(F)F | 4% | u | 5% | u | -21% | -14% | 0% | -16% | x
N#Cc1ccccc1S(=O)(=O)N1CCN(C(=O)CN(Cc2ccco2)Cc2cccs2)CC1 | -7% | -25% | -9% | -12% | -5% | 1% | -2% | -2% | x
CC(Oc1ccc([N+](=O)[O-])cc1)C(=O)NCCCN1CCOCC1 (stereo not given) | 3% | 25% | -8% | 6% | -5% | -10% | -4% | -1% | 0%
c1csc(-c2nnc(-c3ccc(N4CCOCC4)cc3)o2)c1 | -8% | 0% | -1% | -11% | 9% | -13% | u | 7% | -4%
O=C(c1sccc1Cl)N1CCN(Cc2ccc3c(c2)OCO3)CC1 | -4% | u | -9% | u | -15% | 4% | 16% | -12% | -5%
CCS(=O)(=O)Nc1ccc(-c2nnc(SCC(=O)OC)o2)cc1 | -4% | 28% | 5% | 12% | 8% | 8% | -1% | 7% | -3%
Cc1ccc(/C=C2\SC(N3CCN(C(c4ccccc4)c4ccccc4)CC3)=NC2=O)o1 | -4% | u | u | u | -4% | -17% | 16% | -20% | -3%
CN(C)c1ccc(NC(=O)Cn2cc3c(n2)CCCC3)cc1 | 4% | 2% | -7% | 4% | 8% | 2% | 9% | -1% | -8%
Cc1ccc(SCC2(O)CCN(S(=O)(=O)c3ccc(Cl)cc3)CC2)cc1 | 5% | 0% | u | u | -16% | 2% | 0% | -22% | 7%
CN(Cc1ccccc1)C(=O)c1ccc(CSc2nc3cccnc3n2Cc2ccccc2)cc1 | x | -3% | 0% | -23% | x | 0% | -28% | x | x

By substructure, the compounds so far with an aryl thioether with sulfur outside any ring (six)
SMILES | GLP-1R agonist | GLP1R inv ag | KB-3-1 cytotox | KB-V1 cytotox | HT1080-NT tox | HEK293 tox | TDP-43 yeast inh | HT1080 IDH1KD tx | SW480 rerep
CCC(C)n1c(SCC(=O)Nc2ccc3[nH]c(=O)[nH]c3c2)nc2ccccc2c1=O (stereo not given) | 6% | 103%[activator] | -18% | -6% | -9% | -1% | -10% | -11% | 11%
O=C(CSc1nnc2ccc(-c3ccco3)nn12)Nc1ccccc1F | 1% | 25% | 12% | 8% | -5% | -4% | -2% | -6% | u
COc1ccc2c(C)cc(SCC(=O)Nc3nsc(-c4ccc(C)cc4)n3)nc2c1 | 6% | 15% | 1% | 1% | 5% | 4% | 11% | 6% | -7%
CCS(=O)(=O)Nc1ccc(-c2nnc(SCC(=O)OC)o2)cc1 | -4% | 28% | 5% | 12% | 8% | 8% | -1% | 7% | -3%
Cc1ccc(SCC2(O)CCN(S(=O)(=O)c3ccc(Cl)cc3)CC2)cc1 | 5% | 0% | u | u | -16% | 2% | 0% | -22% | 7%
CN(Cc1ccccc1)C(=O)c1ccc(CSc2nc3cccnc3n2Cc2ccccc2)cc1 | x | -3% | 0% | -23% | x | 0% | -28% | x | x
